Assay outcomes from PubChem BioAssay.
TbREL1 inh: TbREL1 inhibition, primary screen. P86926. TbREL1 RNA ligation, FRET fluorescence. inhibition, % at 9.66 µM. 89,000 tested, 0.49% active. AID 1117264;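 active = inhibition above the mean inhibition across all screened compounds plus 3 SD, cut at about 11% in these data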;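 note: 0% = plate median of test wells and 100% = NSC42067 control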
Target sequence (P86926 whole entry, looked up): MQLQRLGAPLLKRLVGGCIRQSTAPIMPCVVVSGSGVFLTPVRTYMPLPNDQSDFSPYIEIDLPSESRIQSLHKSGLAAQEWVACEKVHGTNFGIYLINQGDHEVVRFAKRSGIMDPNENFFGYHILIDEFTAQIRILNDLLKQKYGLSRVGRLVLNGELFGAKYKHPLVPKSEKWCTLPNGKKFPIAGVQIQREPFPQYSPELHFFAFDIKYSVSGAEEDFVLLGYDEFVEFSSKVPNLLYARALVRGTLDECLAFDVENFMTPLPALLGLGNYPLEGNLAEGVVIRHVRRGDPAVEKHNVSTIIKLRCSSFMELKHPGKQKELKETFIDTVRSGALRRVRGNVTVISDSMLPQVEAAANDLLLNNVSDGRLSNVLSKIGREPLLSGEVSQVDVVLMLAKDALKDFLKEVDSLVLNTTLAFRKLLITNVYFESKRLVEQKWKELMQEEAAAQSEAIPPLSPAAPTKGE
Active calls of the source: *; & = joins results of further samples.

entry	molecule	TbREL1 inh
1	Cc1ccc(Cn2nc(C)c(NC(=O)CCCn3nc([N+](=O)[O-])c(Cl)c3C)c2C)cc1	3
2	COC(=O)c1ccc(Cn2cnc3c(sc4nc(N5CCOCC5)c5c(c43)CCCC5)c2=O)o1	0
3	CC(C)CNC(=O)COC(=O)C1c2ccccc2Oc2ccccc21	4
4	C=CCn1c(=O)c(C(=O)Nc2cc(C)ccn2)c(O)c2ccccc21	-1
5	Cc1ccc(-n2nc3c(n2)/C(=N/O)CC/C3=N\O)cc1	1
6	CCn1c2ccccc2c2cc(C3N=C(N)Nc4nc5ccccc5n43)ccc21 (stereo not drawn)	1
7	COCCNC(=S)N1CCc2cc(OC)c(OC)cc2C1c1cccs1 (stereo not drawn)	-5
8	Cc1cccc2cc(C(c3nnnn3Cc3ccccc3)N3CCN(c4ccccc4)CC3)c(=O)[nH]c12 (stereo not drawn)	-2
9	O=C(Cc1cccc(NC(=O)C2CCCN(C(=O)C3CCCCC3)C2)c1)Nc1ccc(C(=O)N2CCCCC2)cc1 (stereo not drawn)	-3
10	Cc1nn(C)cc1NC(=O)c1nn(C)cc1[N+](=O)[O-]	1
11	COc1ccc(C)cc1NC(=O)c1cccc(-c2ccc(OC(C)=O)cc2)c1	-5
12	CC(C)(C)[C@@H]1COC(=O)[C@H](Cc2ccc(F)cc2)C/C=C\C[C@@H](CC(=O)N(CCO)Cc2ccccc2)C(=O)N1	-1
13	O=C(Nc1ccccc1)c1cccc(N2C(=O)C3C4C=CC(C5CC45)C3C2=O)c1 (stereo not drawn)	0
14	Cc1ccc(S(=O)(=O)N(C)Cc2nc(-c3ccccn3)no2)cc1	5
15	O=C(CCCN1C(=O)/C(=C\c2ccccc2)SC1=S)Nc1ccc(C(=O)O)cc1	-2
16	CC(=O)Oc1ccccc1C(=O)Oc1ccc(/C=N/n2cnnc2)cc1	4
17	CC1CC(C)CN(C(=O)c2cccc(S(=O)(=O)N(C)c3ccccc3)c2)C1 (stereo not drawn)	-1
18	CCOC(=O)c1[nH]cnc1N=Nc1c(O)ccc2ccccc12	3
19	C=CCn1c(SCc2nc3ccccc3[nH]2)nnc1-c1ccncc1	-1
20	CN(C)c1ccc(S(=O)(=O)NCC(=O)NCCC2=CCCCC2)cc1[N+](=O)[O-]	-4
21	Cn1c(=O)c(/C=C/c2ccc(F)cc2)nc2ccccc21	-1
22	Cc1cccn2c(CN(C)CC3CCCCO3)c(C(=O)N3CCCCC3)nc12 (stereo not drawn)	0
23	O=C(CC(C(=O)O)P(=O)(c1ccccc1)c1ccccc1)c1ccc(Br)cc1 (stereo not drawn)	4
24	CCOC(=O)c1c(C)n(C)c2ccc(OC)c(NC(=O)CN3CCN(C4CCCCC4)CC3)c12	-4
25	Cc1ccc(C(=O)N/C(=C/c2ccco2)C(=O)NCC2CCCO2)cc1 (stereo not drawn)	-2
26	C[C@@H](C(=O)Nc1ccc2ccccc2c1)[C@H]1C[C@]1(C)[C@H](NS(=O)(=O)c1ccccc1)c1ccccc1	2
27	Cc1ccc(NC(=O)COC(=O)CCC(=O)c2cccs2)cc1S(=O)(=O)N1CCOCC1	-1
28	Cc1[nH]c(=O)[nH]c(=O)c1S(=O)(=O)N1CCCC(C(=O)NCCc2ccccc2)C1 (stereo not drawn)	-1
29	CC(=O)c1ccc(OCCCC(=O)OCC(=O)N2CCN(c3ccccc3)CC2)cc1	-2
30	COc1cc(C2CC(=O)c3c(ccc4ccccc34)N2)ccc1O (stereo not drawn)	3
31	O=C(C1=C(O)C(=O)N(CCCN2CCOCC2)C1c1ccc(Cl)cc1)c1cc2ccccc2o1 (stereo not drawn)	8
32	O=S(=O)(c1ccc(Cl)cc1)N1CCCC(c2nc(-c3ccc(F)cc3)no2)C1 (stereo not drawn)	0

As entered above:
cpd 11 | TbREL1 inh = -5
cpd 7 | TbREL1 inh = -5
cpd 28 | TbREL1 inh = -1
cpd 18 | TbREL1 inh = 3
cpd 1 | TbREL1 inh = 3
cpd 19 | TbREL1 inh = -1
cpd 22 | TbREL1 inh = 0

The results go on:
entry	molecule	TbREL1 inh
33	CC(=O)c1c(N)nc2n(c1=O)CCCCC2	0
34	Nc1c(C(=O)N/N=C/c2ccc([N+](=O)[O-])cc2)cnn1-c1ccccc1	2
35	Cc1ccc2c(c1)[C@H]1OCC[C@H]1[C@@H](c1ccncc1)N2	0
36	NC(=O)C1CC(=O)N(c2ccc(OCC(=O)Nc3cccc(C(F)(F)F)c3)cc2)C1 (stereo not drawn)	4
37	COc1ccc(NC(=O)CCc2nc(-c3ccc(C)cc3)no2)c(OC)c1	0
38	Cc1ccccc1C(=O)N1CCC(C(=O)Nc2ccccc2N2CCCC2)CC1	1
39	Cc1cc(=O)oc2cc(OCC(=O)N3c4ccccc4CC3C)ccc12 (stereo not drawn)	2
40	COc1cccc(C2=NC(C)(C)NC(c3ccccc3O)C2)c1 (stereo not drawn)	1
41	COc1ccc(S(=O)(=O)NCc2ccccc2)cc1	5
42	Cc1noc(C)c1NC(=O)N(C)C[C@H]1Oc2ccc(NC(=O)Cc3ccccc3)cc2C(=O)N([C@H](C)CO)C[C@@H]1C	1
43	COc1ccc(-c2nnc(SCC(=O)N/N=C/c3ccccc3C(=O)O)n2-c2ccc(Cl)cc2)cc1	-2
44	C=CCN1C(=O)[C@H](CC(=O)NCCCCc2ccccc2)[C@@]2(C(=O)OCC)CCCC=C12	-4
45	CCOC(=O)c1ccc(N2C(=O)c3n[nH]c(C)c3C2c2ccc(OC)c(OC)c2)cc1 (stereo not drawn)	-3
46	CC(=O)c1ccc(N2CCN(C(=S)Nc3ccccc3)CC2)cc1	3
47	COc1cc(C2N(c3ccc(Cl)cc3)C(=O)C3CCCN32)cc(OC)c1OC (stereo not drawn)	3
48	O=C1CC(C(=O)O)c2ccccc2N1 (stereo not drawn)	1
49	Cc1ccc(C2CC(c3ccc(C)cc3)n3nc(N)nc3N2)cc1 (stereo not drawn)	-1
50	O=C(CN1CCN(S(=O)(=O)N2CCCCCC2)CC1)Nc1cc(Cl)ccc1Cl	2
51	CCOC(=O)C1=C(N)n2c(s/c(=C\c3ccco3)c2=O)=C(C(=O)OC(C)C)C1c1ccco1 (stereo not drawn)	6
52	O=C(NC[C@@H]1CCCO1)c1cccc2c1C(=O)c1ccc(N3CCOCC3)cc1S2(=O)=O	-3
53	NS(=O)(=O)c1ccc(Sc2ccc3ccccc3c2)nc1	1
54	Cc1ccc(C(=O)Nc2ccccc2C(=O)N2CCCCC2C)cc1 (stereo not drawn)	-2
55	Clc1ccc2c(c1)[C@H]1OCC[C@H]1[C@@H](c1ccco1)N2	1
56	O=C(CSc1nnc(-c2ccccn2)n1-c1ccc(Cl)cc1)Nc1cccc2ccccc12	-2
57	C/C(=C\C(=O)c1ccc(Br)cc1)NNC(=O)c1ccc(O)cc1	4
58	Oc1ccc2c(c1)oc1cc(O)ccc12	-1
59	O=C(CC1Sc2ccccc2NC1=O)NCc1ccccc1 (stereo not drawn)	1
60	O=C(O)c1ccc(/C=C/C(=O)c2ccc3c(c2)OCCCO3)cc1	6
61	CC(=O)N(Cc1cc2cc(C)c(C)cc2n2nnnc12)CC1COCCO1 (stereo not drawn)	-2
62	CC(C)NC(=O)COc1coc(CN2CCN(c3cccc(Cl)c3)CC2)cc1=O	0
63	COCCCN1C(=O)C(CC(=O)NC2CC2)CC(C(=O)N2CCOCC2)=C1C (stereo not drawn)	2
64	COCCCNC(=O)CSc1nnc(-c2ccncc2)n1-c1ccc(OC)cc1	1
65	Cc1ccc(CNc2ccc3nnc(-c4ccccc4)n3n2)cc1	11*
66	COc1ccc(C)cc1NC(=O)CCNC(=O)c1ccco1	1
67	S=c1[nH]nc(Cn2cnc3ccccc32)n1-c1ccccc1	-3
68	O=C(Nc1sc2c(c1C(=O)O)CCCC2)C(=O)N1CCOCC1	2
69	O=C(CSc1ncccn1)NCc1ccc2c(c1)OCO2	-2
70	S=C(NCc1ccccc1)Nc1cccc(Cl)c1	-2
71	CC1(c2ccccc2)NC(=O)N(CC(=O)Nc2ccc3c(c2)CCC3)C1=O (stereo not drawn)	4
72	Cc1cc(=O)oc2cc(NC(=O)c3ccccc3Cl)ccc12	2

The closing 4 compounds of the section before lead into the next.
entry	molecule	TbREL1 inh
69	O=C(CSc1ncccn1)NCc1ccc2c(c1)OCO2	-2
70	S=C(NCc1ccccc1)Nc1cccc(Cl)c1	-2
71	CC1(c2ccccc2)NC(=O)N(CC(=O)Nc2ccc3c(c2)CCC3)C1=O (stereo not drawn)	4
72	Cc1cc(=O)oc2cc(NC(=O)c3ccccc3Cl)ccc12	2
73	COc1ccc(-c2nc3ccc(Cl)cn3c2Cc2ccccc2C(F)(F)F)cc1OC	-2
74	COc1cccc(OCC(=O)NNC(=O)c2cnccn2)c1	3
75	CCCCCCCc1c(O)nc(SCCN(C)C)[nH]c1=O	3
76	Oc1ccccc1CNn1cnnc1	0
77	COc1cc(/C=C2/SC(=S)N(CC3CCCO3)C2=O)ccc1O (stereo not drawn)	-2
78	O=C(O)CCc1ccc(-c2ccccc2)n1NC(=O)c1ccco1	1
79	COc1cc([N+](=O)[O-])cc2sc(NC(=O)C(C)(C)C)nc12	9
80	Cc1cc(C)n(-c2nc3c(c(=O)[nH]c(=O)n3C)n2Cc2ccc(F)cc2)n1	0
81	Cc1[nH]c2ccc(C(=O)OCC(=O)Nc3cccc(S(N)(=O)=O)c3)cc2c1C	-9
82	Cc1ccc(-c2csc(N(Cc3ccccc3)C(=O)COc3ccccc3)n2)cc1	1
83	CC(C)(C)C1C/C(=C/c2ccco2)C(=O)/C(=C/c2ccco2)C1 (stereo not drawn)	33*
84	N#C/C(=C(/O)Cc1cccc2ccccc12)c1nc2ccccc2s1	1
85	O=C(OC1CC2CC1[C@H]1CCCCN1C2=O)N1CCC(c2ccccc2)CC1 (stereo partly drawn)	-3
86	Cc1cc(N2CCCC2)ccc1NC(=O)COc1cccc(C(F)(F)F)c1	-2
87	CC(C)(C)OC(=O)N1CCCC(C(=O)Nc2cccc(C(=O)NCc3ccccc3)c2)C1 (stereo not drawn)	2
88	CC1CCN(C(=O)CCc2ccc(S(=O)(=O)NC(C)C)cc2)CC1	-1

A second format for two compounds above.
no.	TbREL1 inh	Structure
85	-3	O=C(OC1CC2CC1[C@H]1CCCCN1C2=O)N1CCC(c2ccccc2)CC1 (stereo partly drawn)
86	-2	Cc1cc(N2CCCC2)ccc1NC(=O)COc1cccc(C(F)(F)F)c1

Remaining list, next part:
entry	molecule	TbREL1 inh
89	CC[n+]1c(P(=O)([O-])c2ccccc2)[nH]c2ccccc21	0
90	CCN(CC)CC1(O)CCN(C(=O)c2ccc(Cl)c(Cl)c2)CC1	-3
91	O=c1c(-c2cccc([N+](=O)[O-])c2)[n+]([O-])c2ccccc2n1O	12*
92	CC(C)C(OC(=O)c1ccco1)C(=O)NC1CCCCC1 (stereo not drawn)	0
93	O=C(NCCc1nc2ccccc2n1CCOc1cc(F)ccc1F)C1CCCCC1	2
94	COc1ccc2nc(/N=C(\N)NC(=O)C(C)(C)C)nc(C)c2c1	-3
95	O=C(O)c1cc2cccc(S(=O)(=O)N3CCCCC3)c2cc1O	3
96	Cc1ccccc1OCC(=O)NCCCNC(=O)c1ccccn1	-4
97	Cc1cc2nc(CN(C)C(=O)C3CCC(=O)N(C4CCCC4)C3)[nH]c2cc1C (stereo not drawn)	2
98	CCN(CC)c1ccc(/C=N/NC(=O)CNC(=O)c2cccs2)cc1	-8
99	C=CC[C@@H](CC(=O)N(CCO)Cc1ccccc1)C(=O)NC[C@H](OC(=O)[C@@H](CC=C)Cc1ccc(F)cc1)c1ccccc1	0
100	CN(C)c1ccc(N2C(=O)CC(Nc3ccc(N4CCOCC4)cc3)C2=O)cc1 (stereo not drawn)	-1
101	CCOc1ccc(NC(=O)Cn2c(=O)n(CC3CCCO3)c(=O)c3ccccc32)cc1 (stereo not drawn)	-2
102	COc1cc2[nH]c3c(Cl)ncnc3c2cc1OC	0
103	Cc1ccc(S(=O)(=O)NCCC(=O)Nc2nnc(C3CC3)s2)cc1C	-1
104	NC(=O)CC(NC(=O)Cc1cccc2ccccc12)c1ccc(N2CCc3ccccc3C2)c([N+](=O)[O-])c1 (stereo not drawn)	5
105	Cc1cc(C(=O)OCC(=O)c2ccc3c(c2)OCCO3)c(C)o1	4
106	COC(=O)[C@@]12CCCN1[C@H](c1ccc(-c3ccc(F)cc3)cc1)[C@H]1C(=O)N(C)C(=O)[C@H]12	0
107	NC(=O)CC(NC(=O)Cc1cccc2ccccc12)c1ccc(NCc2ccc(F)c(F)c2)c([N+](=O)[O-])c1 (stereo not drawn)	-2
108	O=C(c1cccc2nccnc12)N1CCCC(Nc2ccc(F)c(F)c2)C1 (stereo not drawn)	5
109	OC(c1cccc(Cl)c1)c1nc(/C=C/c2ccccc2)cs1 (stereo not drawn)	2
110	Cc1cccc(CSCc2ccc(C(=O)NCC3CCCO3)o2)c1 (stereo not drawn)	1
111	COc1ccc2c(c1)c(C(=O)N/N=C/c1cccs1)c(C)n2C	-2
112	COC(=O)c1ccccc1NC(=O)Cn1c(=O)n(CCC(=O)NC2CCN(Cc3ccccc3)CC2)c(=O)c2ccccc21	4
113	COc1cc(OC)cc(C(=O)OCC(=O)NC(c2ccccc2)c2ccccc2)c1	2
114	COC(=O)c1cccc(NC(=O)CSc2nc(O)c(-c3ccccc3)c(=O)[nH]2)c1	0
115	C[N+]1(C)[C@H]2CC[C@H]1CC(OC(=O)C(O)c1ccccc1)C2 (stereo partly drawn)	7
116	CCOCCCn1c(=NC(=O)c2cccnc2)c(C(=O)OCC)cc2c(=O)n3ccccc3nc21	0&0
117	COCCNC(=O)C(c1ccc(C)cc1)N(Cc1ccccc1)C(=O)CCC(=O)Nc1ccccn1 (stereo not drawn)	3

An excerpt from above in order of number of heavy atoms, low to high:
entry	molecule	TbREL1 inh
67	S=c1[nH]nc(Cn2cnc3ccccc32)n1-c1ccccc1	-3
18	CCOC(=O)c1[nH]cnc1N=Nc1c(O)ccc2ccccc12	3
54	Cc1ccc(C(=O)Nc2ccccc2C(=O)N2CCCCC2C)cc1 (stereo not drawn)	-2

Some of the compounds tested, so the mix of outcomes need not match the whole.
